Assay outcomes from PubChem.
KCNH2 WT inh: qHTS for Inhibitors of KCHN2 3.1: Wildtype qHTS; U2OS, BacMam KCNH2, thallium flux FluxOr; stronger effect = lower value; activity change, % at 1.84 µM; 340,000 tested, 0.37% active;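 active means maximum activity change below -70%; inconclusive means maximum activity change between -70% and -50%; inactive means maximum activity change above -50%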
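U2OS cells transduced with wild-type KCNH2 virus are loaded with FluxOr dye for 45 min, and thallium flux is measured in kinetic reads before and after stimulation buffer. Rate constants are normalized to DMSO controls.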
Coupling enz: qHTS Assay for Inhibitors of Fructose-1,6-bisphosphate Aldolase from Giardia Lamblia: Coupling assay counterscreen. activity change, negative = inhibition, % at 58.2 µM, hits read low. AID 2472, 2010. 290,000 tested, 0.67% active. coupling enzyme system counterscreen, AmpLite Red fluorescence; in the data active means activity change below about -30%
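Final compound at 57.5 uM, incubated 10 min at RT with coupling enzyme reagent (glyceraldehyde-3-phosphate), then 20 min with substrate and AmpLite Red detection. Fluorescence read at 525/598 nm; tests interference with the coupling assay, not aldolase inhibition.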
KCNH2 3.1 inh: qHTS for Inhibitors of KCHN2 3.1: Mutant qHTS; AID 720553, 2013; activity change, % (tested at about 1.8 µM); 340,000 tested, 0.95% active; Potassium voltage-gated channel subfamily H member 2, brain isoform KCNH2 3.1 (human); U2OS KCNH2 3.1, thallium flux FluxOr; stronger effect = lower value;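 active means maximum activity change below -70%; inconclusive means maximum activity change from -70% to -50%; inactive means maximum activity change above -50%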;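 further: thallium influx rate constant from kinetic fluorescence after stimulation buffer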
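Channel expression came from 3.1 mutant virus (1.77 x 10^8 /mL) applied to suspended U2OS cells for 4 h. Flux was tracked with FluxOr dye plus Red40 quencher, and kinetic rate constants normalized to controls.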
BCR signal inh: qHTS Assay to Find Inhibitors of Chronic Active B-Cell Receptor Signaling; AID 493014, 2011; ABC-DLBCL IkBa-CBG/CBR reporter, luminescence ratio, 4 h; Potency, µM (top dose mostly 46.1 µM), without a hit: top-dose ratio change, negative = lower green/red ratio, hits mostly inhibitors; 340,000 tested, 0.05% active; active means well fitted inhibition curve with a large enough effect in the signal ratio, with a control signal flat, not every such curve was filed as active; inconclusive means small, poorly fitted or top-dose-only effect, or effect the other way, or a change in a side signal; the % refers to the signal ratio;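 further: potency means the concentration at half of the fitted maximal effect; plate controls were basal doxycycline-induced cells for no effect and cells given 10 µM MG132 for full effect; MG132 reads +100%, hits lower the ratio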
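Concentration-response series (up to 46 uM) were applied to TMD8 dual-reporter cells for 4 h at 37C with doxycycline. Green/red ratio, after filter-overlap correction, defined %Activity; red signal alone was normalised to basal cells and zero luminescence.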
Eya2 inh: qHTS Assay for Inhibitors of the Phosphatase Activity of Eya2; Protein phosphatase EYA2 (Homo sapiens), O00167; recombinant Eya2, OMFP fluorescence dephosphorylation (OMFP is methylfluorescein phosphate); Potency, µM (series often up to 76.9 µM), for the others: at the highest dose activity, negative = inhibition, actives largely listed as inhibitors; 330,000 tested, 0.006% active; further: potency means the concentration at half of the fitted maximal effect
Target sequence (O00167 whole entry, looked up): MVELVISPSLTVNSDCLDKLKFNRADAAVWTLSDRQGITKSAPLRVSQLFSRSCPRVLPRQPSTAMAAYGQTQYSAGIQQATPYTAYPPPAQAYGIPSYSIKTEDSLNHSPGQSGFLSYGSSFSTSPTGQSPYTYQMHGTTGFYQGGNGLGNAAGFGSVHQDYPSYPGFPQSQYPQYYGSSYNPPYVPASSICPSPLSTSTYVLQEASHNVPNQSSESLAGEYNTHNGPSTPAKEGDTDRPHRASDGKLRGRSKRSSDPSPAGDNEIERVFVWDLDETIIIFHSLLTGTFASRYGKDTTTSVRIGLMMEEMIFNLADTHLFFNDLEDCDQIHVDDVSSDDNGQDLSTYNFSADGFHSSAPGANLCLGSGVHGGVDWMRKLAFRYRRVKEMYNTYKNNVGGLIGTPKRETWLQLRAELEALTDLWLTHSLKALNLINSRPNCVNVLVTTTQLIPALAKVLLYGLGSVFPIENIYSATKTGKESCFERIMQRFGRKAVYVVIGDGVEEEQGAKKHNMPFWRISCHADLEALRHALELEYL
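Eya2 protein (added as 0.2 uM solution) was preincubated with compound for 10 min at ambient temperature in 50 mM HEPES pH 7.5, 50 mM NaCl, 5 uM MgCl2, 0.05% BSA, 1 mM DTT. OMFP (added at 50 uM) then reacted 10 min; fluorescence read at 485/525 nm.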
B2AR arrestin: qHTS assay of beta-arrestin-biased ligands of beta2-adrenergic receptor | beta-arrestin recruitment to beta2AR, cell-based reporter | Potency, µM (titrated, usually from 46.1 µM), for the others: at the top dose activation, most hits filed as activators | 330,000 tested, 0.02% active;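 further: potency means the concentration at half of the fitted maximal effect; 0% = DMSO controls and full agonism = EC100 isoproterenol or metaproterenol; nearly all actives have a fitted effect of over 65% in size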
PKM2 act: qHTS Assay for Activators of Human Muscle isoform 2 Pyruvate Kinase | 260,000 tested, 0.34% active | purified PKM2, Kinase-Glo ATP luminescence, activation; response scale: 0% is enzyme alone, no compound | Potency, µM (series often up to 57.5 µM), without a hit: at the top dose activation, usual class: activators; further: potency means the concentration at half of the fitted maximal effect; nearly all actives have a fitted effect of over 55% in size
Target sequence (P14618 whole entry, looked up, canonical isoform): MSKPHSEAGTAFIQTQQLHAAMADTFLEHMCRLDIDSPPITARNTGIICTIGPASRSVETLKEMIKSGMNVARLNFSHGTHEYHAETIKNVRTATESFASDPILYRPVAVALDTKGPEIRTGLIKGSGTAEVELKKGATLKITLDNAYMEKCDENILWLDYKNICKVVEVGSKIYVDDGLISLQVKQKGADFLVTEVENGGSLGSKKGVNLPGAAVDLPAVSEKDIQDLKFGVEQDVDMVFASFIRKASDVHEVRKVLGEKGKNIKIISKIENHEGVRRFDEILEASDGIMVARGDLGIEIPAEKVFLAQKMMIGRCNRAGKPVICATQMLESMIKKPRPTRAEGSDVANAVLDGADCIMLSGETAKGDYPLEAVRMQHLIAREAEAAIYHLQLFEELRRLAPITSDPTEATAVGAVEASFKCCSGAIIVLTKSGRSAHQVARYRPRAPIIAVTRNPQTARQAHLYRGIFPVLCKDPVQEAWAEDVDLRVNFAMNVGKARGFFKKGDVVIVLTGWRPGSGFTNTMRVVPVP
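Purified hPK-M2 (>95% pure) converted ADP (0.1 mM final) to ATP with 0.5 mM PEP in 50 mM imidazole pH7.2, KCl, MgCl2, Tween 20, BSA; 1 h at room temperature. ATP detected by Kinase-Glo luminescence.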
GALK inh: qHTS Assay for Inhibitors of Human Galactokinase (GALK) | P51570 | Purified GALK, Kinase-Glo residual ATP luminescence | Potency, µM (titrated, usually from 57.5 µM), without a hit: at the highest dose activity change, negative = inhibition, most hits filed as inhibitors | 270,000 tested, 0.007% active | AID 1868, 2009; further: potency means the concentration at half of the fitted maximal effect
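Quantitative HTS: GALK 5 nM, ATP 35 uM, galactose 100 uM, 1 h room temperature, then luciferase-based ATP detection.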
USP2a inh: qHTS Assay for Inhibitors of Ubiquitin-specific Protease USP2a Using CHOP2 as the Reporter; USP2 core, Ub-CHOP2 coupled fluorogenic reporter, 485/531; Potency, µM (highest dose often 38.3 µM), inactives show at the highest dose activity change, negative = inhibition, actives largely listed as inhibitors; AID 463254, 2010; 330,000 tested, 0.01% active;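 further: potency means the concentration at half of the fitted maximal effect; plate controls were DMSO wells for no effect and full inhibition by NEM control for full effect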
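Cell-free coupled assay: 10nM USP2 core preincubated 30min RT with compound in Tris-HCl pH 8.0/CaCl2/CHAPS buffer, then 25nM Ub-CHOP2 and 25nM reporter substrate; fluorescence (Ex 485/Em 531) read after 60min RT, normalized to NEM inhibition, concentration-response curves fitted.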
uPA surface inh: qHTS for Inhibitors of Cell Surface uPA Generation | cell surface uPA generation assay, qHTS | Potency, µM (titrated, usually from 38.3 µM), inactives show top-dose activity change, negative = inhibition, most hits filed as inhibitors | 330,000 tested, 0.31% active; active means well fitted inhibition curve with a large enough effect; inconclusive means small, poorly fitted or top-dose-only effect; inactive means no such curve, though single readings can be large or run the other way; tested in mouse RAW 264.7 cells; further: potency means the concentration at half of the fitted maximal effect; nearly all actives have a fitted effect of over 55% in size
Giardia killer: Small Molecules that selectively kill Giardia lamblia: qHTS. Giardia lamblia trophozoite viability. activity change, % at 7.66 µM, hits read low. 340,000 tested, 0.15% active. AID 540267, 2011; in the data active means activity change below about -80%; inconclusive means between about -30% and that limit;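 further: parasites exposed to compound for two days anaerobically before the ATP read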
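Luminescent ATP signal served as the viability read-out, measured 15-30 min after adding ATP detection reagent to trophozoites that had been incubated with compounds for 48 hrs at 37 deg C anaerobically at 100 cells/well.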
An asterisk follows results filed as active; u = inconclusive; x = not tested or not shown. Unless noted, the call rests on the fitted dose curve; in most records, active means well fitted curve in the direction sought with a large enough effect; inconclusive means small, poorly fitted or top-dose-only effect, or another doubt; inactive means no such curve, though single readings can be large; an effect the other way counts as inactive or inconclusive. Unless noted, on the % scale 0 is the no-effect control and ±100 the full control effect.

1) COc1cc(/C=N/NC(=O)C2COc3ccccc3O2)ccc1O (stereo not given)
2) COc1ccc(C2CC(c3ccccc3)=NN2C(=O)COC(=O)c2cccc(S(=O)(=O)N(C)C)c2)cc1 (stereo not given)
3) Cc1cc(C(=O)Nc2cnn(Cc3ccc(Cl)cc3Cl)c2)no1
4) CCOc1cc(N2CCOCC2)c(OCC)cc1NC(=O)c1ccc(OC)cc1
5) Cc1ccc(S(=O)(=O)N2CCCC2C(=O)Nc2nc3ccccc3s2)cc1 (stereo not given)
6) CCN(CC)C(=O)c1sc(NC(=O)c2ccncc2)c(C(=O)OC)c1C
7) COC(=O)c1ccc(OCC(=O)c2ccc(O)cc2O)cc1
8) C[C@H](NC(=O)[C@@H]1Cc2ccccc2CN1C(=O)OC(C)(C)C)C(=O)NC1CCCCC1
compound no.,1,2,3,4,5,6,7,8
KCNH2 WT inh,1,8,-20,10,-1,2,0,-11
Coupling enz,-1,-1,0,-4,-4,1,6,3
KCNH2 3.1 inh,-4,-36,5,-12,-14,-11,-1,9
BCR signal inh,12%,u,u,1%,u,-2%,u,u
Eya2 inh,u,-6%,1%,-9%,-3%,1%,-11%,6%
B2AR arrestin,0.0%,-0.5%,-0.4%,0.5%,-0.2%,-1.0%,0.6%,0.1%
PKM2 act,-1%,1%,3%,0%,3%,-1%,-9%,x
GALK inh,-3%,1%,0%,0%,0%,0%,-1%,-5%
USP2a inh,1%,2%,0%,4%,1%,4%,2%,2%
uPA surface inh,-2%,3%,x,-4%,x,1%,-6%,1%
Giardia killer,4,13,-2,2,13,14,-2,-6

9) CCOC(=O)N1CCN(C(=O)c2ccc3c(SCC(=O)O)c4c(nc3c2)CCC4)CC1
10) O=C(CSc1ccc(-c2ccc(F)cc2)nn1)N1CCN(c2ccccc2)CC1
11) CN(C1CCCCC1)S(=O)(=O)c1ccc2c(c1)CCC(=O)N2
12) CC(C)C(NC(=O)c1ccccc1NC(=O)c1ccco1)C(=O)O (stereo not given)
13) CCN(CC)CCCNC(=O)c1cn(CC)c2ccc(S(=O)(=O)N(C)C3CCCCC3)cc2c1=O
14) CCS(=O)(=O)c1nc(S(=O)(=O)c2ccc(C)cc2)c(N2CC(C)OC(C)C2)s1 (stereo not given)
15) O=C(NC1CCCCC1)C(=O)c1c(-c2ccccc2)[nH]c2ccccc12
16) COc1c2ccccc2nc2ccccc12
compound no.,9,10,11,12,13,14,15,16
KCNH2 WT inh,-26,-8,0,8,10,20,-7,-9
Coupling enz,2,8,x,6,3,x,0,0
KCNH2 3.1 inh,4,3,0,-15,-7,-12,6,-2
BCR signal inh,-15%,-4%,-3%,9%,-1%,-2%,1%,1%
Eya2 inh,19%,-4%,10%,-22%,-10%,3%,-1%,-16%
B2AR arrestin,0.2%,-0.5%,-0.3%,-0.1%,0.3%,0.1%,-0.5%,-0.1%
PKM2 act,-10%,-10%,x,-1%,x,x,-1%,-3%
GALK inh,0%,-1%,x,-1%,2%,-1%,x,6%
USP2a inh,5%,2%,1%,8%,0%,2%,0%,2%
uPA surface inh,-4%,-1%,11%,0%,-7%,u,2%,0%
Giardia killer,-6,10,-11,2,-6,5,21,12

17) COc1cccc(NC(=O)CCP(C)(=O)O)c1
18) CC(=O)NCCc1nc2ccccc2n1CCOc1cccc(C)c1
19) O=S(=O)(c1ccccc1)n1ccc(-c2cnc(-c3ccccc3)s2)n1
20) O=C1C2CC=CCC2C(=O)N1c1n[nH]c(CCc2ccccc2)n1 (stereo not given)
21) CN1C(=O)C(=O)N(CC(=O)Nc2ccccc2OC(F)F)C1=O
22) Cc1nc(-c2cccc(S(=O)(=O)N3CCCCCC3)c2)cs1
23) Cn1ncc(Br)c1NC(=O)c1ccco1
24) Cc1ccc(C(C(=O)NCC2CCCO2)N(C(=O)c2snc(C(N)=O)c2N)c2ccc(C(C)C)cc2)o1 (stereo not given)
compound no.,17,18,19,20,21,22,23,24
KCNH2 WT inh,-1,15,-6,2,4,0,5,0
Coupling enz,-1,1,1,2,x,-1,-1,2
KCNH2 3.1 inh,-1,3,-16,11,1,-8,4,2
BCR signal inh,-2%,u,19%,u,1%,u,-4%,u
Eya2 inh,4%,-1%,-7%,1%,-7%,-4%,9%,-3%
B2AR arrestin,-0.1%,0.1%,-0.2%,-0.3%,-0.2%,-0.5%,-0.5%,0.5%
PKM2 act,-18%,0%,-2%,-1%,x,-4%,x,x
GALK inh,3%,x,0%,-4%,x,-4%,5%,-1%
USP2a inh,4%,-2%,0%,-1%,0%,3%,0%,0%
uPA surface inh,1%,-11%,-1%,x,3%,-4%,-4%,3%
Giardia killer,10,-20,20,-17,-27,-17,-14,-15

25) CCCOc1ccc(Cc2c(Cl)nc(SC)nc2NC)cc1
26) CCOCCn1c(C(C)O)nc2ccccc21 (stereo not given)
27) O=C(Nc1ccc(N2CCCC2)cc1)c1cc(Cl)ccc1Cl
28) O=C(c1ccc(Cl)cc1)C1CCCN(C(=O)/C=C/c2ccccn2)C1 (stereo not given)
29) Cc1ccc(NS(=O)(=O)c2ccc(NC(=O)C(C)Sc3ccc(Cl)cc3)cc2)c(C)c1 (stereo not given)
30) CSc1ccccc1OCc1cc(C(=O)N2C[C@H]3CC[C@H]2C3)no1
31) CSc1nc2ccc(NC(=O)c3cccs3)cc2s1
32) Cc1ccc(C2=Nc3c(ccc4ccccc34)C(c3ccncc3)=NN2)cc1
compound no.,25,26,27,28,29,30,31,32
KCNH2 WT inh,0,-1,1,2,-14,0,-4,x
Coupling enz,2,-1,-1,3,1,0,x,0
KCNH2 3.1 inh,-11,1,26,-1,-17,8,-1,6
BCR signal inh,24%,u,u,u,u,u,u,u
Eya2 inh,-19%,1%,-21%,2%,-23%,-6%,-15%,0%
B2AR arrestin,0.2%,0.2%,-0.2%,-0.1%,-0.7%,-0.3%,-0.4%,0.3%
PKM2 act,5%,3%,-2%,u,-5%,0%,x,1%
GALK inh,0%,-2%,-1%,-1%,1%,-4%,x,-2%
USP2a inh,-8%,1%,0%,-1%,-11%,5%,0%,0%
uPA surface inh,-49%,6%,u,-3%,-14%,28%,u,-13%
Giardia killer,-8,-17,19,-1,15,-8,-8,6

33) NNC(=S)Nc1ccc(C(F)(F)F)cc1Cl
34) CCC(=O)NC(Nc1nc2ccc(C)cc2s1)(C(=O)OC)C(F)(F)F (stereo not given)
35) O=C(NC1CCCCC1)C1CCN(S(=O)(=O)N2CCCCCC2)CC1
36) O=c1cc(N2CCc3ccccc3C2)[nH]c(=O)n1C1CCCCC1
37) Brc1ccc(-c2noc(-c3ccccn3)n2)o1
38) CCCCN(C)CCCNC(=O)CN1N=C(c2ccc(Cl)cc2)CCC1=O
compound no.,33,34,35,36,37,38
KCNH2 WT inh,-2,-5,-13,-1,-2,28
Coupling enz,2,3,-6,2,1,2
KCNH2 3.1 inh,17,-6,-21,3,12,-9
BCR signal inh,0%,u,0%,8%,u,-5%
Eya2 inh,10%,6%,2%,4%,6%,6%
B2AR arrestin,-0.9%,-0.7%,0.1%,0.1%,-0.2%,-0.1%
PKM2 act,0%,-1%,-13%,0%,x,x
GALK inh,0%,0%,0%,-4%,1%,x
USP2a inh,-1%,3%,-1%,0%,3%,-4%
uPA surface inh,15%,11%,x,2%,-9%,-1%
Giardia killer,24,-10,2,-12,-12,-8

Some of these compounds in order of count of non-hydrogen atoms, low to high:
31) CSc1nc2ccc(NC(=O)c3cccs3)cc2s1
19) O=S(=O)(c1ccccc1)n1ccc(-c2cnc(-c3ccccc3)s2)n1
5) Cc1ccc(S(=O)(=O)N2CCCC2C(=O)Nc2nc3ccccc3s2)cc1 (stereo not given)
2) COc1ccc(C2CC(c3ccccc3)=NN2C(=O)COC(=O)c2cccc(S(=O)(=O)N(C)C)c2)cc1 (stereo not given)
compound no.,31,19,5,2
KCNH2 WT inh,-4,-6,-1,8
Coupling enz,x,1,-4,-1
KCNH2 3.1 inh,-1,-16,-14,-36
BCR signal inh,u,19%,u,u
Eya2 inh,-15%,-7%,-3%,-6%
B2AR arrestin,-0.4%,-0.2%,-0.2%,-0.5%
PKM2 act,x,-2%,3%,1%
GALK inh,x,0%,0%,1%
USP2a inh,0%,0%,1%,2%
uPA surface inh,u,-1%,x,3%
Giardia killer,-8,20,13,13
